H37Rv inhibition: M. tuberculosis growth inhibition, HTS (AID 449762). M. tuberculosis H37Rv growth inhibition, 7H9 media; higher % means a stronger effect. one-dose inhibition, % at 25 µM; IC50 in µM for titrated hits. hit rate 0.59% among 330,000; in the data active = a potency from the dose series; inconclusive = inhibition above about 70% without an active follow-up result;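 note: bacterial growth assessed after seven days of incubation; strong numbers were not always called active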
VEEV TC-83 Vero: inhibitors of VEEV TC-83 cytopathic effect, confirmation, Vero cells (AID 588727); hit rate 0.13% among 350,000; Vero cells, VEEV TC-83 cytopathic effect inhibition; higher % means a stronger effect; one-dose inhibition, % at 20 µM; IC50 in µM for titrated hits; in the data active = a potency from the dose series; inconclusive = inhibition mostly from about 14% at the one dose, without a potency; inactive = the rest, 99 in 100 with inhibition below about 12%; note: strong numbers were not always called active
M. tuberculosis: growth inhibition of non-replicating M. tuberculosis (AID 488890); Mycobacterium tuberculosis non-replicating, growth inhibition; higher % means a stronger effect; one-dose inhibition, % at 25 µM; IC50 in µM for titrated hits; hit rate 0.39% among 320,000; in the data active = a potency from the dose series; inconclusive = inhibition mostly from about 82% at the one dose, without a potency; inactive = the rest, 99 in 100 with inhibition below about 76%;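 note: plate controls were DMSO cells for no effect and high antibiotic wells for full effect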
Salmonella PhoP GFP: PhoP regulon inhibitors, Salmonella typhi PhoP promoter GFP reporter, confirmatory (AID 1850); inhibition, % at 50 µM, or IC50 in µM where a hit was titrated; Salmonella Typhi PhoP-promoter GFP reporter, fluorescence, 4 h; higher % means a stronger effect; hit rate 0.33% among 310,000; in the data active = a potency from the dose series; inconclusive = inhibition mostly from about 25% at the one dose, without a potency; inactive = the rest, 99 in 100 with inhibition below about 19%;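 note: 0% = induced wells with vehicle and 100% = uninduced wells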
H1N1 NS1A inhibition: NS1A inhibition, H1N1 influenza, cell based functional assay (AID 504329); NS1A functional cell-based assay, percent inhibition; higher % means a stronger effect; inhibition, % at 12.5 µM; hits with a dose series show IC50 in µM; hit rate 0.3% among 340,000; in the data active = a potency from the dose series; inconclusive = inhibition above about 27% without an active follow-up result; note: strong numbers were not always called active
VEEV TC-83 Vero 10K pilot screen: also measured in VEEV TC-83 Vero; calls as there; inhibition, %; measured here: 10K pilot screen inhibition
Numbers without * were called inactive; i = inactive; u = inconclusive; x = not tested or not shown. Rows are unselected (roughly 1.6% active in at least one column).

A first look (21 entries):
SMILES	H37Rv inhibition	VEEV TC-83 Vero	M. tuberculosis	Salmonella PhoP GFP	H1N1 NS1A inhibition	others
CC(C)CCNC(=O)c1c[nH]c2ccc(S(=O)(=O)N3CCC4(CC3)OCCO4)cc2c1=O	2%	0.8%	19%	-1%	0%
COc1ccc(CCNC(=O)c2cc(-c3ccc(C)cc3O)n[nH]2)cc1OC	7%	1.5%	-7%	-12%	1%
Cc1ccc(F)cc1NC(=O)N1CCCN(c2ccc(C(F)(F)F)cn2)CC1	2%	i	6%	2%	x
O=C(NCc1ccccc1)C1(C(F)(F)F)C/C(=C\CCO)CCCO1 (stereo not drawn)	4%	0.0%	1%	-10%	2%
Cc1cc(C)cc(C(=O)OCC(=O)Nc2cccc(S(=O)(=O)NC3=NCCCCC3)c2)c1	7%	0.7%	19%	1%	11%
O=C(NCc1cccc(F)c1)C1CCN(C(=O)c2sccc2-n2cccc2)CC1	4%	0.5%	-12%	-8%	2%
Cc1nn(CC(=O)N(C)C2CCS(=O)(=O)C2)c(C)c1S(=O)(=O)N(C)C (stereo not drawn)	-6%	0.8%	2%	x	-10%
Cc1nc2ccccn2c1/C(O)=C1\C(=O)C(=O)N(CCN2CCOCC2)C1c1ccncc1 (stereo not drawn)	4%	1.0%	7%	-3%	-2%
CC(=O)c1c(N2CCOCC2)nc2ccc(Cl)cc2c1-c1ccccc1	9%	2.0%	1%	2%	-15%
CCOc1ccc(C(CCc2ccccc2)NC(=O)c2ccccc2F)cc1OCC (stereo not drawn)	-6%	1.4%	7%	-4%	3%
COc1ccc(CC(=O)NC(c2ccccc2)c2ccccc2)cc1S(=O)(=O)N1CCOCC1	-3%	i	-12%	2%	20%
O=C(CN1CCCN(S(=O)(=O)c2ccc(F)cc2)CC1)Nc1c(Cl)cccc1Cl	-3%	i	3%	12%	5%
Clc1ccccc1Cn1nnc(-c2ccccc2)n1	24%	0.1%	72%	3%	-3%
O=C(CN1CCN(S(=O)(=O)c2ccc(Br)cc2)CC1)N/N=C/c1ccc(Cl)c([N+](=O)[O-])c1	41%	9.3%	21%	-7%	6%
COc1ccc(-n2c(=O)n(Cc3ccccc3)c(=O)c3[nH]cnc32)cc1	3%	3.8%	11%	-13%	-4%
O=C(NCCc1ccccc1)c1ccccc1SCC(=O)N1CCCC1	-1%	3.2%	7%	-8%	-13%
CC(=O)Nc1sc(-c2ccc(Cl)cc2)nc1-c1ccccc1	-9%	1.0%	5%	12%	12%
CCOC(=O)c1ccccc1NC(=O)COC(=O)Cc1ccccc1F	x	3.0%	x	x	-16%
CCN(CC)C(=O)CC(c1ccc2c(c1)OCO2)c1c(OC)cc(OC)c2c(-c3ccccc3)cc(=O)oc12 (stereo not drawn)	4%	4.8%	0%	-17%	-7%
CCOC(=O)c1cc(NC(=O)Nc2nccs2)c(C)nc1C	-3%	0.7%	-12%	-4%	-4%
COc1ccccc1-n1c(-c2ccccc2Br)nc2ccccc2c1=O	-2%	6.1%	5%	8%	5%

Main list, from the first entry:
SMILES	H37Rv inhibition	VEEV TC-83 Vero	M. tuberculosis	Salmonella PhoP GFP	H1N1 NS1A inhibition	others
CC(C)CCNC(=O)c1c[nH]c2ccc(S(=O)(=O)N3CCC4(CC3)OCCO4)cc2c1=O	2%	0.8%	19%	-1%	0%
COc1ccc(CCNC(=O)c2cc(-c3ccc(C)cc3O)n[nH]2)cc1OC	7%	1.5%	-7%	-12%	1%
Cc1ccc(F)cc1NC(=O)N1CCCN(c2ccc(C(F)(F)F)cn2)CC1	2%	i	6%	2%	x
O=C(NCc1ccccc1)C1(C(F)(F)F)C/C(=C\CCO)CCCO1 (stereo not drawn)	4%	0.0%	1%	-10%	2%
Cc1cc(C)cc(C(=O)OCC(=O)Nc2cccc(S(=O)(=O)NC3=NCCCCC3)c2)c1	7%	0.7%	19%	1%	11%
O=C(NCc1cccc(F)c1)C1CCN(C(=O)c2sccc2-n2cccc2)CC1	4%	0.5%	-12%	-8%	2%
Cc1nn(CC(=O)N(C)C2CCS(=O)(=O)C2)c(C)c1S(=O)(=O)N(C)C (stereo not drawn)	-6%	0.8%	2%	x	-10%
Cc1nc2ccccn2c1/C(O)=C1\C(=O)C(=O)N(CCN2CCOCC2)C1c1ccncc1 (stereo not drawn)	4%	1.0%	7%	-3%	-2%
CC(=O)c1c(N2CCOCC2)nc2ccc(Cl)cc2c1-c1ccccc1	9%	2.0%	1%	2%	-15%
CCOc1ccc(C(CCc2ccccc2)NC(=O)c2ccccc2F)cc1OCC (stereo not drawn)	-6%	1.4%	7%	-4%	3%
COc1ccc(CC(=O)NC(c2ccccc2)c2ccccc2)cc1S(=O)(=O)N1CCOCC1	-3%	i	-12%	2%	20%
O=C(CN1CCCN(S(=O)(=O)c2ccc(F)cc2)CC1)Nc1c(Cl)cccc1Cl	-3%	i	3%	12%	5%
Clc1ccccc1Cn1nnc(-c2ccccc2)n1	24%	0.1%	72%	3%	-3%
O=C(CN1CCN(S(=O)(=O)c2ccc(Br)cc2)CC1)N/N=C/c1ccc(Cl)c([N+](=O)[O-])c1	41%	9.3%	21%	-7%	6%
COc1ccc(-n2c(=O)n(Cc3ccccc3)c(=O)c3[nH]cnc32)cc1	3%	3.8%	11%	-13%	-4%
O=C(NCCc1ccccc1)c1ccccc1SCC(=O)N1CCCC1	-1%	3.2%	7%	-8%	-13%
CC(=O)Nc1sc(-c2ccc(Cl)cc2)nc1-c1ccccc1	-9%	1.0%	5%	12%	12%
CCOC(=O)c1ccccc1NC(=O)COC(=O)Cc1ccccc1F	x	3.0%	x	x	-16%
CCN(CC)C(=O)CC(c1ccc2c(c1)OCO2)c1c(OC)cc(OC)c2c(-c3ccccc3)cc(=O)oc12 (stereo not drawn)	4%	4.8%	0%	-17%	-7%
CCOC(=O)c1cc(NC(=O)Nc2nccs2)c(C)nc1C	-3%	0.7%	-12%	-4%	-4%
COc1ccccc1-n1c(-c2ccccc2Br)nc2ccccc2c1=O	-2%	6.1%	5%	8%	5%
CCCCCc1c(C)nc(SCC(=O)O)[nH]c1=O	4%	5.3%	-1%	-6%	1%
COc1ccccc1N1CCN(Cc2c[nH]c3ccccc23)CC1	-13%	0.1%	-7%	7%	x
N#CCCn1cc(C(=O)Nc2ccccc2Br)c(-c2ccc([N+](=O)[O-])cc2)n1	3%	i	-8%	-5%	-5%
Cc1ccc(/C=N/N=C/c2ccc(C)s2)s1	-3%	0.6%	4%	-6%	-2%
CC1CN(C(=O)CCC(=O)NCc2ccccc2Cl)c2ccccc2S1 (stereo not drawn)	2%	2.0%	-2%	-10%	11%
C/C=C(\C)C(=O)NCCN1C2=NC[C@@H](C)N2C[C@H]1Cc1ccc(O)cc1	5%	0.6%	9%	2%	1%
N#CNC1=NCN(Cc2ccccc2)CN1	30%	5.8%	-1%	-12%	-4%
CC(OC(=O)C1CCN(S(=O)(=O)c2ccccc2)CC1)C(=O)Nc1ncc(Cl)cc1Cl (stereo not drawn)	-2%	2.6%	-3%	-3%	-3%
CCCCOC(=O)c1[nH]c2c(c1C)C(=O)CC(c1cc(OC)c(OC)c(OC)c1)C2 (stereo not drawn)	-3%	4.6%	23%	0%	0%
O=C(O)c1ccc(-c2noc(-c3ccccc3F)n2)cc1	-8%	0.8%	-19%	-4%	6%	VEEV TC-83 Vero 10K pilot screen=0.8
CCC(CO)Oc1cc(NC(=O)c2ccccc2C)c2ncn(C(C)C)c2c1 (stereo not drawn)	-8%	0.2%	23%	x	-5%	VEEV TC-83 Vero 10K pilot screen=7.1
COc1cccc(C(=O)N2N=C(c3cccc(OC)c3)CC2(O)C(F)(F)F)c1 (stereo not drawn)	12%	0.7%	62%	15%	-2%
CCOC(=O)N1CCN(C(=O)CCNS(=O)(=O)c2cc(Br)cnc2N)CC1	-3%	0.4%	13%	0%	1%
O=C(Nc1ccc(S(=O)(=O)N2CCCCC2)cc1)c1ccccc1Cl	3%	4.9%	15%	9%	-6%
COc1ccc(-c2nnc(SCC(=O)NCCc3ccccc3)o2)cc1	u	0.1%	u	-9%	-18%
CC(=O)c1ccc(NC(=O)C(C)NCc2ccccc2Cl)cc1 (stereo not drawn)	8%	i	25%	6%	-8%
O=C(Nc1cccc(Cl)c1)C1CCCN(c2cnccn2)C1 (stereo not drawn)	3%	i	-6%	7%	3%
COCCOC(=O)C1=C(C)Nc2cc(=O)[nH]c(=O)n2C1c1cccc([N+](=O)[O-])c1 (stereo not drawn)	5%	i	-5%	-6%	-3%
CCCNc1nc2c(c(=O)n(C)c(=O)n2C)n1Cc1ccc(F)cc1	-3%	1.5%	x	-6%	5%
COc1ccc(S(=O)(=O)N2CCN(CCc3ccccc3)CC2)c(OC)c1	-6%	0.5%	1%	6%	-1%
Cc1occc1C(=O)N/N=C/c1cccc2ccccc12	-3%	2.9%	15%	1%	5%
S=c1nccc(-c2cc(Cl)sc2Cl)[nH]1	1%	0.5%	-9%	6%	-84%
Cc1ccc(OCC(=O)NCCCNC(=O)c2ccncc2)cc1	-1%	0.5%	2%	10%	5%
Cc1nn(-c2ccccc2)c(Cl)c1C(=O)NCc1ccccc1F	-1%	2.6%	21%	-5%	-11%
O=S(=O)(c1ccc(F)cc1)N1CCCC1	-3%	0.5%	4%	-2%	-4%
O=C(CSc1cccc[n+]1[O-])c1cccs1	12µM*	0.7%	77%	-2%	-2%
CCC(Cc1ccccc1)NC(=O)CN(C)S(=O)(=O)c1ccc2c(c1)c(=O)n(C)c(=O)n2C (stereo not drawn)	-1%	2.7%	x	7%	-13%
O=[N+]([O-])c1ccc(N2CCCC2)cc1N1CCCC1	-5%	i	10%	4%	-16%
Cc1cc(C)nc(N2CCC(C(=O)Nc3ccc(Oc4ccccc4)cc3)CC2)n1	-7%	i	-4%	0%	-6%
CCOC(=O)C1C(=O)C=C(c2cccc(NS(C)(=O)=O)c2)CC1c1ccco1 (stereo not drawn)	0%	1.9%	28%	-1%	4%	VEEV TC-83 Vero 10K pilot screen=4.3
OC[C@H]1O[C@@H]2O[C@H]3[C@H](O)[C@@H](O)[C@@H](O[C@H]4[C@H](O)[C@@H](O)[C@@H](O[C@H]5[C@H](O)[C@@H](O)[C@@H](O[C@H]6[C@H](O)[C@@H](O)[C@@H](O[C@H]7[C@H](O)[C@@H](O)[C@@H](O[C@H]1[C@H](O)[C@H]2O)O[C@@H]7CO)O[C@@H]6CO)O[C@@H]5CO)O[C@@H]4CO)O[C@@H]3CO	-11%	x	-10%	-14%	x
C=CCn1c(COc2ccc(CC)cc2)nnc1SCC(=O)N(C)C1CCS(=O)(=O)C1 (stereo not drawn)	-7%	i	10%	3%	10%
CN(C)CCN1C(=O)C2C3C=CC(C3)C2C1=O (stereo not drawn)	-1%	0.3%	-16%	-14%	4%
Cc1[nH]c2ccccc2c1C(=O)CSc1nc2ncc(Cl)cc2[nH]1	22%	i	16%	13%	-1%
Cc1nnc2ccc(-c3cccc(NS(=O)(=O)c4cc(F)ccc4F)c3)nn12	-2%	3.6%	-14%	9%	5%
COc1ccc(CNC(=O)CNS(=O)(=O)c2ccc(Cl)cc2)cc1	4%	i	8%	-11%	14%
Cc1cccc(NC(=O)c2n[nH]c([N+](=O)[O-])c2Br)c1C	4%	1.7%	8µM*	-8%	-13%
Cn1cccc1Cc1nnc(SCC(N)=O)n1-c1ccc(F)cc1	-5%	0.4%	-4%	-5%	-1%
CCc1ccccc1N/C(=N\S(=O)(=O)c1ccccc1)C(F)(F)F	4%	i	0%	-11%	-4%
Additional structures
SMILES	H37Rv inhibition	VEEV TC-83 Vero	M. tuberculosis	Salmonella PhoP GFP	H1N1 NS1A inhibition	others
Cc1ccc(NC(=O)c2cccs2)cc1NC(=O)c1cccc(F)c1	5%	1.1%	7%	1%	-7%
CCOC(=O)c1cnn(CCOC(=O)c2ccc(F)cc2)c1NC(=O)c1ccc(F)cc1	0%	0.5%	-1%	0%	12%
Cc1cccc(N2CCN(S(=O)(=O)c3cccc4nonc34)CC2)c1C	4%	i	42%	-11%	5%
COc1cc(C)c(C(=O)CC(=O)c2c(C)cc(OC)cc2C)c(C)c1	8%	3.3%	34%	9%	x
COC(=O)CNC(=O)C1CCCN1C(=O)CNC(=O)OC(C)(C)C (stereo not drawn)	-10%	0.7%	-7%	-4%	-4%

Assay outcomes as filed in PubChem BioAssay.
